From PubChem
HTR2A ag: agonists of mouse serotonin 5-HT2A receptor (HTR2A). CHO-K1 mHTR2A beta-arrestin complementation, luminescence; percent of 30 µM serotonin response. activation, % at 7.6 µM. AID 624169. P35363. hit rate 0.66% among 360,000;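 active = activation above a run cutoff, the mean activation of all tested compounds plus 3 SD, cut at about 14% in these data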;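 also: 0% = plate median of compound wells and 100% = 30 µM serotonin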
Target sequence (P35363 whole entry, looked up): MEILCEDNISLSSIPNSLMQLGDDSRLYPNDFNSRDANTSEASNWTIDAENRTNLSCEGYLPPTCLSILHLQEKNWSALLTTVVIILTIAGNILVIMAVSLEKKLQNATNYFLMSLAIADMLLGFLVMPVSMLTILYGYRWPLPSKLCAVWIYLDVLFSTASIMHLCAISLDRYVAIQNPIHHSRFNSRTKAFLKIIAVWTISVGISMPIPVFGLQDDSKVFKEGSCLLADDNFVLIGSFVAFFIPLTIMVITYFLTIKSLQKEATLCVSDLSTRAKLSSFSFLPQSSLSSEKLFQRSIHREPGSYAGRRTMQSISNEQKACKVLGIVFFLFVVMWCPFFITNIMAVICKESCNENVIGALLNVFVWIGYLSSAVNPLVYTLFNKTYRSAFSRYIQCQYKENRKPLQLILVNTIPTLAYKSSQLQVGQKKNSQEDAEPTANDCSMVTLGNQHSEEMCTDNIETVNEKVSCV
Cardio protect: protects H9c2 cardiomyocytes from peroxide injury; H2O2 injury protection, ATPLite, 2 h; hit rate 0.63% among 360,000; protection from H2O2 cell death, % at 20 µM;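 active = compounds giving at least 50% protection of heart cells from peroxide-induced death in the single-dose screen, raw or plate-pattern-corrected value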;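 also: 0% = DMSO wells with peroxide and 100% = DMSO wells without peroxide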
MC4R antag cAMP: human MC4R antagonism in cAMP assay | MC4R-expressing cells, MTII-stimulated cAMP, LANCE TR-FRET | inhibition, % at 6.5 µM | hit rate 0.48% among 360,000 | AID 540295;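 active = inhibition above its plate's cutoff, the mean of tested wells on that plate plus 3 SD, cut at about 29% in these data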;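 also: 0% = Melanotan II alone and 100% = Melanotan II plus saturating MCL0020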
Target sequence (P32245 whole entry, looked up): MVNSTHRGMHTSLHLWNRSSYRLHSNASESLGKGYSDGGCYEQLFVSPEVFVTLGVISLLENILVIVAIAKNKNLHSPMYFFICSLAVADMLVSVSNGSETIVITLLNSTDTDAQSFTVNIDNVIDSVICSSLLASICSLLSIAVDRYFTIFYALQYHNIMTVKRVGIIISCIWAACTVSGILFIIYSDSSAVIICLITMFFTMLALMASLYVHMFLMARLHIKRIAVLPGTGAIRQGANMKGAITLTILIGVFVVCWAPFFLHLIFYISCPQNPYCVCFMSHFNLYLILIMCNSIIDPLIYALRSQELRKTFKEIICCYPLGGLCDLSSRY
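Assay system: U2OS-MC4R stable cell line; Also added: Melanotan II; Technique: Eu-cAMP/anti-cAMP TR-FRET, emission 671 nm; Times: 30-min compound, 1-h challenge, 1-h detection, room temperature.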
ABCB6 inh 2: blocks the human ABCB6 transporter. Q9NP58. K562-ABCB6 porphyrin accumulation, flow cytometry, 1 h; stronger effect = lower value. fluorescence ratio to DMSO, % at 10 µM. hit rate 0.19% among 360,000;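 active = fluorescence ratio to DMSO below 75%, the collection mean minus 3 SD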;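 also: signal is porphyrin accumulated inside mitochondria; 100% equals median channel fluorescence of DMSO control wells; lower ratio means ABCB6 inhibition with less porphyrin fluorescence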
MC4R barr agon: human MC4R agonism via beta-arrestin. U2OS MC4R beta-arrestin complementation, luminescence; percent of melanotan II response, DMSO zero. activation, % at 8.9 µM. hit rate 0.98% among 360,000. P32245;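 active = activation above a per-plate cutoff, the mean activation of sample wells on that plate plus 3 SD, cut at about 8% in these data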
hiPSC survival: hiPSC single-cell survival enhancement. ATPlite luminescence; 100% = ROCK inhibitor wells, 0% = DMSO. survival enhancement, % at 20 µM. hit rate 0.044% among 360,000; in the data active = survival enhancement above about 18%;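 also: cells exposed to compounds for 16 hours before the ATP read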
aDG glyco up: alpha-DG glycosylation activation. AID 624168. Pro5-aDG cells, alpha-DG glycosylation AlphaScreen (IIH6); 0% Pro5, 100% B10-LARGE cell signal. hit rate 0.22% among 360,000. activation, % at 10 µM;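 active = activation of at least 8% versus controls, or a plate z-score of at least 8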;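 also: Pro5 are CHO cells carrying HIG-tagged alpha-DG that lacks glycosylation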
N-glyco inh: N-linked glycosylation inhibition; D54 ERlucT glycosylation luciferase reporter, 24 h; percent of 100 nM tunicamycin response; reporter increase, % at 12.5 µM; hit rate 0.23% among 360,000;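 active = mean luciferase reporter signal, scaled so untreated is 0 and the glycosylation-blocking control 100, at or above a set limit in every replicate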;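 also: luciferase carries N-glycosylation sites so blocking glycosylation raises the light; 0% = median of neutral control wells and 100% = median of 100 nM tunicamycin wells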
Granule exo inh: lytic granule exocytosis inhibition | inhibition, % at 10 µM | hit rate 0.66% among 360,000 | TALL-104 LAMP-1 surface exposure, flow cytometry; cells stimulated with thapsigargin and PMA;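 active = inhibition above about 55%, limit read from the data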
ABHD5-PLIN5 inh: inhibitors of human ABHD5-perilipin-5 interaction | Q00G26+Q8WTS1 | Split G. princeps luciferase complementation, luminescence, 4 h | inhibition, % at 4 µM | hit rate 0.78% among 360,000;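 active = inhibition above the mean inhibition across every tested compound plus 3 SD, cut at about 22% in these data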;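 also: 0% = DMSO only wells and the 100% control is not disclosed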
* = called active by the depositor; i = inactive; . = not tested or not shown.

1	O=C(Nc1ccc(C(=O)N2CCCCC2)cc1)c1ccccc1
2	COc1ccc(NS(=O)(=O)c2ccc(C)c(C(=O)N3CC(C)OC(C)C3)c2)cc1 (stereo not drawn)
3	Cc1cc(NC(=O)c2ccc(C)s2)n(-c2ccccc2)n1
4	COCCN(C(=O)COC(=O)CCOc1ccccc1)c1c(N)n(Cc2ccccc2)c(=O)[nH]c1=O
5	Cc1sc2nc(SCc3nc(-c4ccccc4)no3)n(-c3ccccc3)c(=O)c2c1C
6	O=C(C[n+]1cccc(/C=N/O)c1)N1CCCCCC1
7	Cc1cccc(Cl)c1NNC(=O)Nc1c([N+](=O)[O-])c(C)nn1C
8	CC1=C(C(=O)Nc2ccccc2Cl)C(c2ccc(N(C)C)cc2)NC(=O)N1 (stereo not drawn)
9	O=C(NC1CCN(Cc2ccc(Cl)cc2Cl)CC1)c1ccccc1
10	Cc1nn(CC(=O)Nc2ccc(C(=O)N(C)C)cc2)c(=O)c2ccccc12
entry no.,1,2,3,4,5,6,7,8,9,10
HTR2A ag,5,3,1,11,-1,2,4,3,-11,2
Cardio protect,10,-4,-3,2,-4,0,5,-15,-6,4
MC4R antag cAMP,6,6,4,10,8,-1,-3,-3,7,14
ABCB6 inh 2,98,96,101,100,99,97,96,298,94,100
MC4R barr agon,-0.6,0.9,-1.0,-1.6,-1.4,-1.3,-1.0,1.1,-0.7,-2.3
hiPSC survival,-1.7,0.0,-2.8,-0.4,5.6,2.6,-0.4,3.3,-0.6,-1.8
aDG glyco up,-0.1,-0.2,-0.1,-0.1,0.0,0.3,-0.2,-0.5,0.3,2.4
N-glyco inh,1,1,0,0,0,1,4,0,-4,1
Granule exo inh,-10,-2,1,4,-1,-2,4,6,10,2
ABHD5-PLIN5 inh,6,0,1,-2,5,-2,2,8,-9,-8

11	CCN1/C(=C/c2ccc3cc(C)ccc3[n+]2CC)Sc2cc(C)c(C)cc21
12	Clc1cccc(-c2ccc(C3Nc4cccc5cccc(c45)N3)o2)c1
13	Cc1ccc(S(=O)(=O)NN2C(=O)c3ccccc3NC2c2cccc(O)c2)cc1 (stereo not drawn)
14	CCCn1c(N)c(N2CCCCC2)c(=O)n(CC(=O)Nc2ccccc2)c1=O
15	COCCN(CCOC)c1ncnc2c1cnn2-c1ccccc1
16	CCCCC[C@@H](O)c1cc2ccccc2c(=O)o1
17	CC(=O)N1CCc2c(sc3c2c(=O)n(-c2ccccc2)c(=O)n3Cc2ccccc2Cl)C1
18	COc1ccc(-c2ccc3oc(-c4ccsc4)cc(=O)c3c2)cn1
19	Cc1ccccc1NC(=S)NCc1ccccc1
20	C[C@H](O)[C@@H]1C(=O)N2CCc3ccc(N4CCN(C)CC4)cc3[C@@H]2C[C@@H]1N(C)C(=O)c1cccnc1
entry no.,11,12,13,14,15,16,17,18,19,20
HTR2A ag,-3,0,-3,-3,3,-2,6,3,-2,3
Cardio protect,-20,5,-3,22,0,-5,1,-3,-1,7
MC4R antag cAMP,-11,4,5,9,-2,-1,2,-3,17,4
ABCB6 inh 2,i,107,100,100,101,99,92,92,97,98
MC4R barr agon,29*,-2.8,-1.9,-0.9,-0.5,0.1,-1.0,0.1,-0.8,-0.3
hiPSC survival,-4.1,-2.3,-0.9,-0.7,-0.3,1.8,-0.8,-0.8,1.5,0.8
aDG glyco up,4.5,-0.1,-0.4,-0.1,0.4,0.0,-0.1,1.1,0.1,-0.4
N-glyco inh,12,6,0,-2,2,0,1,-2,2,0
Granule exo inh,57*,-5,3,3,-2,-4,-2,7,1,4
ABHD5-PLIN5 inh,12,11,-3,7,3,9,7,-1,-2,-6

21	Cc1ccc(C(=O)NCCCNc2ccccc2[N+](=O)[O-])cc1
22	COc1cc(-c2nnn(CC(=O)N3CCOCC3)n2)cc(OC)c1OC
23	C#CCn1cnc2c(cnn2-c2ccc(C)c(C)c2)c1=O
24	CCOc1ccc(N(C(C)C(=O)N/N=C(\C)C(C)(C)C)S(C)(=O)=O)cc1 (stereo not drawn)
25	Cc1cc(C)n(-c2ccc(C(=O)NCc3ccc4c(c3)OCO4)cc2)n1
26	COc1ccc(CC(=O)NNC(=O)COc2ccc(F)cc2)cc1S(=O)(=O)N1CCOCC1
27	O=C(O)C1CCCCC1C(=O)NCCc1ccc(F)cc1 (stereo not drawn)
28	CCOC(=O)N1CCN(c2ccc(S(=O)(=O)N3CCOCC3)cc2[N+](=O)[O-])CC1
29	CN1CCN(S(=O)(=O)c2cccc(C(=O)N3CCc4ccccc43)c2)CC1
30	NS(=O)(=O)c1cccc(NC(=O)CSc2n[nH]c(-c3ccccc3Br)n2)c1
entry no.,21,22,23,24,25,26,27,28,29,30
HTR2A ag,-8,5,-3,6,-1,6,3,7,4,-5
Cardio protect,2,-3,4,3,0,-2,-8,-4,4,0
MC4R antag cAMP,6,1,6,14,-1,-3,1,10,10,0
ABCB6 inh 2,95,111,101,149,98,97,93,98,103,92
MC4R barr agon,-5.5,0.8,-0.5,-1.1,-1.5,-2.1,-2.9,-4.0,-0.6,0.3
hiPSC survival,0.7,-1.2,-1.9,0.2,4.1,6.6,-2.7,0.2,2.0,-0.5
aDG glyco up,0.1,-0.1,-0.3,-0.1,-0.2,0.1,0.0,-0.2,0.0,-0.2
N-glyco inh,-1,1,1,1,0,0,1,2,0,1
Granule exo inh,4,3,-3,-1,0,-2,0,14,-2,-4
ABHD5-PLIN5 inh,2,-5,1,-1,-3,6,-3,-9,-2,-8

4 structures from above, sorted by molecular weight, high to low:
26	COc1ccc(CC(=O)NNC(=O)COc2ccc(F)cc2)cc1S(=O)(=O)N1CCOCC1
24	CCOc1ccc(N(C(C)C(=O)N/N=C(\C)C(C)(C)C)S(C)(=O)=O)cc1 (stereo not drawn)
21	Cc1ccc(C(=O)NCCCNc2ccccc2[N+](=O)[O-])cc1
23	C#CCn1cnc2c(cnn2-c2ccc(C)c(C)c2)c1=O
entry no.,26,24,21,23
HTR2A ag,6,6,-8,-3
Cardio protect,-2,3,2,4
MC4R antag cAMP,-3,14,6,6
ABCB6 inh 2,97,149,95,101
MC4R barr agon,-2.1,-1.1,-5.5,-0.5
hiPSC survival,6.6,0.2,0.7,-1.9
aDG glyco up,0.1,-0.1,0.1,-0.3
N-glyco inh,0,1,-1,1
Granule exo inh,-2,-1,4,-3
ABHD5-PLIN5 inh,6,-1,2,1

(list continues)
31	COc1cc(OC)cc(-c2c(C#Cc3ccsc3)c3cc(-c4ccc(CN5CCOCC5)cc4)ccc3n2C)c1
32	O=c1oc2ccccc2c(NC2CCCCC2)c1NS(=O)(=O)c1ccc(F)cc1
33	OCC1(Cc2ccccc2C(F)(F)F)CCN(Cc2ccccc2)CC1
34	COc1cc([N+](=O)[O-])ccc1NC(=O)Nc1ccc2c(c1)OCCO2
35	CC(C)(C)Nc1nc(Cl)nc(Nc2ccccc2)n1
36	CCc1nc2ccccc2c(C(=O)Nc2ccc(C)cc2)c1C
37	COC(=O)Cn1c(CN(C)Cc2ccccc2)nc2c1c(=O)n(C)c(=O)n2C
38	COc1cccc(CN(C)C(=O)CSCC(=O)Nc2cccc(C)c2)c1OC
39	NC(=O)CSc1ncnc2c1oc1ccccc12
40	CC(C)=NOc1nc(NC(=O)NS(=O)(=O)c2ccccc2Cl)nc(N(C)C)n1
entry no.,31,32,33,34,35,36,37,38,39,40
HTR2A ag,-3,-3,-10,-4,-2,12,-3,-2,-2,-2
Cardio protect,-6,2,0,-11,-13,0,-13,-3,11,-6
MC4R antag cAMP,-1,-3,4,5,10,10,10,-2,4,9
ABCB6 inh 2,98,97,101,92,99,93,103,98,95,97
MC4R barr agon,-0.4,-2.5,-3.5,3.7,2.1,-1.0,0.7,-1.6,0.0,1.1
hiPSC survival,1.9,-0.3,0.3,-0.3,0.3,-0.7,0.6,-0.4,1.0,-0.3
aDG glyco up,-0.3,0.0,0.0,0.4,0.0,0.0,-0.1,0.0,0.1,0.0
N-glyco inh,0,4,-2,-3,-4,2,2,0,-2,2
Granule exo inh,-1,-6,-2,5,-14,-24,5,-4,-1,-11
ABHD5-PLIN5 inh,2,-7,3,7,-2,0,-6,-7,-4,2

41	CCc1ccccc1NC(=O)CC(O)(C(=O)OC)C(F)(F)F (stereo not drawn)
42	Cc1ccc(CNC(=O)C2CCC(=O)N2Cc2ccc(F)cc2)cc1 (stereo not drawn)
43	Cc1ccc(-n2nc3ccc(NC(=O)C(C)C)cc3n2)cc1
44	Cc1ccc(C)c(N2C(=O)c3cc(N4CCOCC4)c([N+](=O)[O-])cc3C2=O)c1
45	CCC(C)(C)NC(=O)C(c1ccncc1)N(C(=O)Cn1nnc2ccccc21)c1cc2c(cc1C(C)=O)OCO2 (stereo not drawn)
46	CC(=O)c1cc2c(cc1NC(=O)c1ccc(C)cc1)OCCO2
47	CCCOc1ccc(C(=O)Nc2ccccc2[N+](=O)[O-])cc1
48	Cc1c(NS(=O)(=O)c2ccc(C(=O)NCc3ccccc3)cc2)c(=O)n(-c2ccccc2)n1C
49	CC(C)(C)OC(=O)NC1CONC1=O (stereo not drawn)
50	COC(=O)CC(=O)N1CCN(c2ccc(Cl)c(Cl)c2)CC1
entry no.,41,42,43,44,45,46,47,48,49,50
HTR2A ag,-1,2,-1,1,1,5,1,1,0,34*
Cardio protect,8,2,-4,-5,-6,0,-14,3,0,-11
MC4R antag cAMP,-1,3,10,10,19,1,2,-5,0,12
ABCB6 inh 2,99,102,99,100,104,102,97,98,106,100
MC4R barr agon,1.5,-0.9,-1.1,-2.2,-0.4,9.6*,-0.3,1.7,3.3,0.6
hiPSC survival,0.5,-0.7,3.0,2.3,0.8,-0.2,-2.5,1.2,-1.8,0.1
aDG glyco up,-0.1,0.1,-0.4,-0.1,0.3,0.0,1.8,-0.2,1.9,0.1
N-glyco inh,0,-1,-13,4,1,2,3,2,0,0
Granule exo inh,-1,-6,1,-3,-4,3,-1,11,0,-1
ABHD5-PLIN5 inh,-3,-4,2,4,-4,-2,0,5,5,-8

51	O=C(CSc1nnnn1-c1cccc2ccccc12)Nc1ccc(C(=O)O)cc1
52	Cc1ccc2nc(-c3sc4nc(C)ccc4c3N)[nH]c2c1
53	CCN(CC(=O)Nc1ccc(NC(C)=O)cc1)C(=O)/C=C/c1ccccc1
54	COc1cccc(-c2cccc(-c3nc(C(=O)NCc4ccc(Oc5ccccc5)cc4)cc4c3[C@H](CCO)N(S(=O)C(C)(C)C)C4)c2)c1 (stereo partly drawn)
55	C/C(CC(=O)c1ccccc1)=N\NC(=O)CC#N
56	CCOC(=O)C1=C(C)NC(=S)NC1/C=C/c1ccccc1 (stereo not drawn)
entry no.,51,52,53,54,55,56
HTR2A ag,0,0,-4,-3,-4,-4
Cardio protect,-2,-10,-5,0,7,1
MC4R antag cAMP,10,2,7,.,-4,10
ABCB6 inh 2,96,109,100,107,102,96
MC4R barr agon,0.2,-2.9,-1.4,.,-4.1,-1.7
hiPSC survival,0.8,-1.6,-0.5,1.2,0.1,-0.6
aDG glyco up,-0.1,0.3,-0.3,0.8,-0.2,-0.2
N-glyco inh,2,-15,0,-3,1,0
Granule exo inh,2,-3,-2,-5,1,-7
ABHD5-PLIN5 inh,5,-1,-7,14,-2,-4
